# PMI inhibition – human PMI inhibitors, high substrate, primary screen, biochemical, fluorescence intensity, high mannose 6-phosphate (AID 1220); recombinant PMI enzyme, coupled fluorescence intensity; higher % means a stronger effect; one-dose inhibition, % at 20 µM; IC50 in µM for titrated hits; 0.66% of 190,000 active
# Salmonella PhoP GFP – inhibitors of PhoP regulon expression, primary screen, Salmonella Typhimurium, GFP reporter (AID 1863). S. Typhimurium PhoP-regulated promoter GFP reporter, 4 h; higher % means a stronger effect. one-dose inhibition, % at 50 µM; IC50 in µM for titrated hits. 0.16% of 300,000 active;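 active = inhibition over 29.93%, a cutoff 3 SD above the screen mean, later confirmed by dose response; inconclusive = inhibition over 29.93% but no dose response follow-up; inactive = inhibition at most 29.93% or unconfirmed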;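 also: 0% = low Mg2+ inducing control and 100% = high Mg2+ repressing control; strong numbers were not always called active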
# Siah-1 displacement – Siah-1 peptide-binding antagonists, primary screen, biochemical, fluorescence polarization, rhodamine-plectin, uHTS (AID 1817). Siah-1 / rhodamine-plectin peptide fluorescence polarization; higher % means a stronger effect. displacement, % at 20 µM; hits with a dose series show IC50 in µM. 0.02% of 290,000 active;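 active = displacement of at least 50% at 20 µM, with a fluorescence ratio check between 0.3 and a set limit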;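 also: plate controls were Siah plus tracer with DMSO for no effect and tracer alone without Siah for full effect; strong numbers were not always called active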
# WT yeast gro inh – growth inhibition of WT yeast, mitochondrial fusion screen; mitochondrial fusion phenotypic screen, WT strain; inhibition, % at 10 µM; 2.1% of 190,000 active; in the data active = inhibition above about 58%; tested in S. cerevisiae
# RSV antiviral HEp-2 – inhibition of RSV-induced cytopathic effect – HEp-2 cells, primary 10 µM value included (AID 2391). CPE inhibition, % at 10 µM, or IC50 in µM where a hit was titrated. HEp-2 cells, RSV-induced CPE inhibition; higher % means a stronger effect. 0.13% of 310,000 active; in the data active = a potency from the dose series; inconclusive = CPE inhibition mostly from about 23% at the one dose, without a potency; inactive = the rest, 99 in 100 with CPE inhibition below about 21%; also: strong numbers were not always called active
# Myeloid diff 2 – compounds promoting myeloid differentiation | ER-HoxA9 myeloid progenitors, lysozyme-GFP differentiation, flow cytometry | calls only at 10 µM | 1% of 360,000 active;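 active = normalized GFP-positive differentiation at or above the plate's own cutoff, the solvent-only control mean plus 3 SD; inconclusive = no clear call, values can overlap the other calls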;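 also: cells exposed to compound for four days before flow analysis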
# TNAP activation fold – stimulation of alkaline phosphatase TNAP activity – biochemical, luminescent, no phosphate acceptor, uHTS, primary screen (AID 1001) | purified TNAP, luminescent activation assay, no phosphate acceptor; higher activation fold means a stronger effect | activation fold at 20 µM, or EC50 in µM where a hit was titrated | 0.03% of 200,000 active; in the data active = activation fold from about 3, or a potency from the dose series; inactive = the rest, 99 in 100 with activation fold below about 1.6; also: many of its hits are not listed in these tables
# PMI inhibitors – MPI enzyme activity inhibition – biochemical, fluorescence intensity, coupled assay, primary screen (AID 1209); purified PMI enzyme, coupled fluorescence intensity; higher % means a stronger effect; inhibition, % at 20 µM; hits with a dose series show IC50 in µM; 0.42% of 190,000 active;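 also: plate controls were DMSO vehicle for no effect and wells lacking substrate for full effect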
# XIAP antagonists – XIAP antagonists, biochemical, IAP family, fluorescence polarization (AID 1018); XIAP BIR domain, fluorescence polarization peptide displacement; higher % means a stronger effect; displacement, % at 20 µM; hits with a dose series show IC50 in µM; 0.007% of 200,000 active; in the data active = displacement above about 50%; also: a part of the inactive calls stands beside numbers as strong as those of hits
# WT yeast gro inh mutant strain – second read-out of WT yeast gro inh, no call of its own (marks repeat the call); inhibition, %; mitochondrial fusion phenotypic screen, mutant strain inhibition
# Myeloid diff 2 GFP+ MAC1+ % – further read-out of Myeloid diff 2, marked with its call; GFP+ MAC1+ double positive, %; measured here: differentiation confirmed by MAC1 staining
# * = called active by the depositor; i = inactive; ? = inconclusive; . = not tested or not shown. Rule as the data show it, unless noted: active = inhibition above about 50%; inactive = the rest. Random draw from the library. About 3.1% of those tested had a hit in this group.
(1) CCC(C)(C)C1CCC2(CC1)NC(=O)N(CC(=O)Nc1nc(-c3ccc(C)cc3)cs1)C2=O (stereo not given)
(2) C=CCn1c(-c2ccc(Cl)cc2)cnc1SC(C)C(=O)NC(N)=O (stereo not given)
(3) C/C(=N/NC(=S)Nc1cccc(C)c1)c1cccc([N+](=O)[O-])c1
(4) CCc1nnc(NC(=O)C2CCCN2C(=O)Nc2ccc(C)cc2)s1 (stereo not given)
(5) O=C(Nc1ccnn1C1CCN(Cc2ccc(O)c(Cl)c2)CC1)C1CCCC1
(6) CC(C)n1c(C(F)(F)F)nc2cc(C(=O)N3CCC(O)CC3)ccc21
(7) CC(=O)Nc1ccc(NC2=CC(=O)CC(C)(C)C2)cc1
(8) COc1ccc(NC(=O)CC2C(=O)N(C)C(=S)N2Cc2ccncc2)cc1 (stereo not given)

Screen / compound no.	1	2	3	4	5	6	7	8
PMI inhibition	9%	11%	-8%	.	.	.	-2%	0%
Salmonella PhoP GFP	-1%	-1%	-10%	8%	5%	-4%	-3%	3%
Siah-1 displacement	-5%	4%	-4%	5%	-3%	-4%	-3%	7%
WT yeast gro inh	10	9	56	.	.	.	0	-11
WT yeast gro inh mutant strain	-2	9	57	.	.	.	12	-5
RSV antiviral HEp-2	1.4%	6.8%	6.8%	3.6%	-1.1%	0.6%	0.8%	-0.5%
Myeloid diff 2	i	i	i	i	i	i	i	i
Myeloid diff 2 GFP+ MAC1+ %	0.8	1.0	0.4	2.8	1.8	0.5	0.4	0.4
TNAP activation fold	1.1	1.1	1.1	.	.	.	1.1	1.1
PMI inhibitors	8%	6%	-4%	.	.	.	1%	1%
XIAP antagonists	-22%	-2.2%	-11%	.	.	.	-0.2%	-1.9%

# Overlap with the part before: 4 compounds, then new ones.
(5) O=C(Nc1ccnn1C1CCN(Cc2ccc(O)c(Cl)c2)CC1)C1CCCC1
(6) CC(C)n1c(C(F)(F)F)nc2cc(C(=O)N3CCC(O)CC3)ccc21
(7) CC(=O)Nc1ccc(NC2=CC(=O)CC(C)(C)C2)cc1
(8) COc1ccc(NC(=O)CC2C(=O)N(C)C(=S)N2Cc2ccncc2)cc1 (stereo not given)
(9) CC(CCc1ccccc1)NC(=O)c1nnc(Cc2ccc(Cl)cc2)o1 (stereo not given)
(10) Cc1cc(NC(=O)CCC(=O)N(Cc2ccccc2)C(C(=O)NC2CCCC2)c2ccc(C)o2)no1 (stereo not given)
(11) COC(=O)C(CC(=O)c1ccccc1)CC(=O)c1ccccc1
(12) COc1ccc(CC(=O)N2CCC(n3nccc3NC(=O)C3CC3)CC2)cc1
(13) CC(C)(C)C(=O)CSc1ncccn1
(14) COc1cc(CC(=O)NCc2ccccn2)cc(OC)c1OC
(15) CC(C)C(NC(=O)c1ccco1)C(=O)OCC(=O)Nc1ccc(C(N)=O)cc1 (stereo not given)
(16) COc1ccccc1-n1c(-c2cc(-c3ccc(F)cc3)n[nH]2)n[nH]c1=S

Screen / compound no.	5	6	7	8	9	10	11	12	13	14	15	16
PMI inhibition	.	.	-2%	0%	13%	.	.	.	-26%	-3%	-5%	8%
Salmonella PhoP GFP	5%	-4%	-3%	3%	7%	2%	5%	-8%	1%	1%	-6%	-5%
Siah-1 displacement	-3%	-4%	-3%	7%	4%	-3%	1%	4%	13%	4%	-2%	4%
WT yeast gro inh	.	.	0	-11	27	.	.	.	-13	0	-22	-4
WT yeast gro inh mutant strain	.	.	12	-5	21	.	.	.	5	1	4	-10
RSV antiviral HEp-2	-1.1%	0.6%	0.8%	-0.5%	3.0%	0.5%	-0.1%	0.7%	-2.7%	1.2%	2.2%	0.3%
Myeloid diff 2	i	i	i	i	i	i	i	i	i	i	i	i
Myeloid diff 2 GFP+ MAC1+ %	1.8	0.5	0.4	0.4	13	0.9	1.2	1.5	0.1	0.2	0.5	0.1
TNAP activation fold	.	.	1.1	1.1	1.2	.	.	.	1.1	1.1	1.1	1.9
PMI inhibitors	.	.	1%	1%	17%	.	.	.	-27%	0%	-13%	3%
XIAP antagonists	.	.	-0.2%	-1.9%	-2.9%	.	.	.	-3.4%	-17%	-1.8%	-5.5%

(17) CCOC(=O)c1c(C)nc2sc3c(=O)n(-c4ccc(C(C)=O)cc4)nnc3c2c1-c1ccc(OC)cc1
(18) CCC(=O)Nc1nonc1-c1nc2ccccc2n1Cc1cccc2ccccc12
(19) O=C(O)CCn1c(-c2ccccc2)cc2c1CCCC2=O
(20) O=C(c1ccc(Br)cc1)c1cc([N+](=O)[O-])ccc1N1CCOCC1
(21) COc1ccc(-c2nnc(CSc3nc4ccccc4c(=O)n3CC(C)C)o2)cc1OC
(22) CC(=O)OC(COc1ccccc1)Cn1cnc2ccccc21 (stereo not given)
(23) Cc1ccc(NC(=O)C2(N3CCC3=O)CCCCC2)cc1
(24) Cc1nnc(C)c2c(C)n(C(c3ccccc3)c3ccccc3)c(C)c12

Screen / compound no.	17	18	19	20	21	22	23	24
PMI inhibition	13%	4%	16%	-2%	10%	.	-6%	8%
Salmonella PhoP GFP	17%	-8%	7%	-8%	16%	-1%	-2%	3%
Siah-1 displacement	5%	4%	-6%	3%	2%	-3%	5%	2%
WT yeast gro inh	21	10	2	-10	5	-4	-14	52
WT yeast gro inh mutant strain	-6	-28	6	-1	1	3	17	4
RSV antiviral HEp-2	13%	8.6%	-0.8%	0.1%	?	0.9%	0.6%	31%
Myeloid diff 2	i	?	i	.	i	i	i	i
Myeloid diff 2 GFP+ MAC1+ %	0.4	.	1.6	.	0.5	1.2	0.5	7.3
TNAP activation fold	1.1	1.1	1.1	1.1	1.1	1	1.1	1.1
PMI inhibitors	18%	6%	-5%	1%	20%	.	1%	14%
XIAP antagonists	-3.3%	-4.5%	-7.5%	-12%	-2.1%	-0.8%	-5.1%	0.2%

(25) CCOC(=O)[C@@H]1[C@H]2COc3cc(OC)ccc3[C@@H]2N2C(=O)N(c3cccc(Cl)c3)C(=O)[C@@]12C
(26) O=C(CSc1nncn1-c1ccccc1)Nc1cc(F)ccc1F
(27) O=C(NC(=O)N1CCCCCC1)c1ccc(Cl)cc1
(28) COc1ccc(OCC(=O)OCC(=O)Nc2ccc(S(=O)(=O)N3CCCCC3)cc2)cc1
(29) CCOc1cc(C#N)c(NC(=O)c2cccnc2)cc1OCC
(30) CC(NC(=O)c1ccccc1NC(=O)CN1CCc2ccccc2C1)c1ccccc1 (stereo not given)
(31) C/C(=N\NC(=O)c1cc2c(s1)CCC(C)C2)c1ccncc1 (stereo not given)
(32) O=C(NNC(=S)Nc1ccccc1Cl)c1ccccc1Cl

Screen / compound no.	25	26	27	28	29	30	31	32
PMI inhibition	.	.	.	5%	3%	.	16%	.
Salmonella PhoP GFP	-7%	2%	1%	7%	2%	5%	-4%	-5%
Siah-1 displacement	-4%	-1%	0%	6%	1%	-4%	4%	-4%
WT yeast gro inh	.	.	.	-2	-1	.	-3	.
WT yeast gro inh mutant strain	.	.	.	11	-6	.	-8	.
RSV antiviral HEp-2	-0.8%	0.4%	2.0%	1.7%	0.5%	5.3%	7.3%	1.0%
Myeloid diff 2	i	i	i	i	?	i	i	i
Myeloid diff 2 GFP+ MAC1+ %	1.6	0.2	1.0	0.6	.	2.8	0.0	0.3
TNAP activation fold	.	.	.	1	1.1	.	1	.
PMI inhibitors	.	.	.	15%	5%	.	11%	.
XIAP antagonists	.	.	.	-10%	-0.2%	.	-5.4%	.

(33) O=C1OCc2ccc(NC(=O)C3CCCCC3)cc21
(34) Cc1ccc(CCc2nnc(SCC(=O)Nc3ccccc3Cl)n2-c2ccccc2)o1
(35) Cn1ncc(C#N)c1NC(=O)C1CC(c2ccc(Cl)cc2)=NO1 (stereo not given)
(36) COc1ccc(NC(=O)CCc2ccccc2)cc1NC(=O)c1ccco1
(37) O=C(COC(=O)C1=COCCO1)Nc1cc(S(=O)(=O)N2CCCCC2)ccc1Cl
(38) Cc1cc(Cl)cc(Br)c1OCCCNCC(C)O (stereo not given)
(39) CCOC(=O)Cc1nnc(NC(=O)C(CC)Sc2nc(C)cc(C)n2)s1 (stereo not given)
(40) CCCOc1ccc(N2C(=O)CC(NCc3ccc(S(N)(=O)=O)cc3)C2=O)cc1 (stereo not given)

Screen / compound no.	33	34	35	36	37	38	39	40
PMI inhibition	1%	-2%	-5%	8%	4%	8%	0%	1%
Salmonella PhoP GFP	2%	-9%	4%	2%	2%	4%	2%	.
Siah-1 displacement	-2%	2%	7%	2%	6%	-4%	3%	2%
WT yeast gro inh	-32	26	4	-2	-21	10	-7	-15
WT yeast gro inh mutant strain	0	21	13	-11	13	8	-13	-13
RSV antiviral HEp-2	5.5%	2.6%	0.8%	0.8%	1.5%	-2.1%	1.7%	0.7%
Myeloid diff 2	i	i	i	i	i	i	i	i
Myeloid diff 2 GFP+ MAC1+ %	5.4	1.0	0.8	6.2	0.2	0.3	3.8	0.1
TNAP activation fold	1	1.2	1.2	1.1	1	1.1	1.1	1.1
PMI inhibitors	6%	7%	7%	13%	-9%	9%	-1%	8%
XIAP antagonists	-4.6%	-3.7%	1.6%	-6.4%	-6.0%	-4.3%	-6.7%	-5.0%

(41) Cc1ccc(-c2csc(N/N=C/C=C/c3ccccc3)n2)cc1
(42) COc1ccc(CN(C(=O)c2ccc(-c3ccccc3)[nH]2)C(C(=O)NCC2CCCO2)c2ccc(C)o2)cc1 (stereo not given)
(43) CC(C)NC(=O)C1CC=CCC1C(=O)O (stereo not given)
(44) Cc1ccc(S(=O)(=O)NCC(=O)N(CC(=O)NCC2CCCO2)Cc2ccco2)cc1 (stereo not given)
(45) NS(=O)(=O)c1cc2c(cc1Cl)NC(c1ccccc1OCC(=O)O)NS2(=O)=O (stereo not given)
(46) O=c1c2ccccc2nc(/C=C/c2ccc3c(c2)OCO3)n1CCCO
(47) NNC(=O)c1csc(Cc2c(Cl)sc3ccc(Cl)cc23)n1
(48) COC(=O)c1c(NC(=S)NN2CCN(C)CC2)sc2c1CCC(C)C2 (stereo not given)
(49) O=C(NC1CCCc2ccccc21)C1CCN(C(=O)c2sccc2-n2cccc2)CC1 (stereo not given)
(50) CC(=O)NC(=S)Nc1ccccc1C(=O)NC1CCCCC1

Screen / compound no.	41	42	43	44	45	46	47	48	49	50
PMI inhibition	-1%	14%	-6%	.	.	-9%	.	7%	2%	5%
Salmonella PhoP GFP	-12%	2%	-1%	-8%	-12%	-4%	0%	2%	0%	-7%
Siah-1 displacement	-4%	-3%	2%	1%	-2%	4%	0%	-2%	8%	-1%
WT yeast gro inh	-21	39	-11	18	.	0	.	98	-1	-13
WT yeast gro inh mutant strain	-42	-25	10	2	.	-12	.	99	-9	15
RSV antiviral HEp-2	5.4%	6.0%	0.4%	0.5%	2.0%	.	10%	-4.2%	-0.4%	0.3%
Myeloid diff 2	i	i	i	i	i	i	i	i	i	i
Myeloid diff 2 GFP+ MAC1+ %	4.6	0.8	1.0	0.5	0.9	0.5	0.9	0.0	2.3	0.9
TNAP activation fold	1.2	1.1	1.2	1.1	.	1.1	.	1.1	1.1	1.1
PMI inhibitors	2%	23%	-7%	.	.	-6%	.	15%	6%	2%
XIAP antagonists	-7.1%	-2.6%	1.2%	-6.1%	.	-11%	.	-2.8%	-8.2%	-1.8%

# High-throughput results from PubChem BioAssay.
